KCNH2 3.1 inh: inhibitors of human KCNH2 3.1 potassium channel isoform; U2OS KCNH2 3.1, thallium flux FluxOr; hits give low values; activity change, % (tested at about 1.8 µM); 0.95% of 340,000 active; AID 720553;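 active = maximum activity change below -70%; inconclusive = maximum activity change from -70% to -50%; inactive = maximum activity change above -50%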;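 also: thallium influx rate constant from kinetic fluorescence after stimulation buffer; % is scaled to controls: 0 for no effect and ±100 for the full control effect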
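Normalized rate constant (relative to positive and negative DMSO controls) derived from a 2 min kinetic fluorescence read after stimulation; U2OS cells expressing the 3.1 isoform via virus at 1.77 x 10^8 /mL.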
ASM inhibitor: blocks human secretory acid sphingomyelinase. P17405. placental ASM, HMU-PC fluorogenic substrate, 60 min. Potency, µM (series often up to 57.5 µM), inactives show top-dose activity change, negative = inhibition, actives largely listed as inhibitors. AID 504937. 0.006% of 340,000 active; also: potency is read from the fitted curve at half-maximal effect
Target sequence (P17405 47-631 limits assumed): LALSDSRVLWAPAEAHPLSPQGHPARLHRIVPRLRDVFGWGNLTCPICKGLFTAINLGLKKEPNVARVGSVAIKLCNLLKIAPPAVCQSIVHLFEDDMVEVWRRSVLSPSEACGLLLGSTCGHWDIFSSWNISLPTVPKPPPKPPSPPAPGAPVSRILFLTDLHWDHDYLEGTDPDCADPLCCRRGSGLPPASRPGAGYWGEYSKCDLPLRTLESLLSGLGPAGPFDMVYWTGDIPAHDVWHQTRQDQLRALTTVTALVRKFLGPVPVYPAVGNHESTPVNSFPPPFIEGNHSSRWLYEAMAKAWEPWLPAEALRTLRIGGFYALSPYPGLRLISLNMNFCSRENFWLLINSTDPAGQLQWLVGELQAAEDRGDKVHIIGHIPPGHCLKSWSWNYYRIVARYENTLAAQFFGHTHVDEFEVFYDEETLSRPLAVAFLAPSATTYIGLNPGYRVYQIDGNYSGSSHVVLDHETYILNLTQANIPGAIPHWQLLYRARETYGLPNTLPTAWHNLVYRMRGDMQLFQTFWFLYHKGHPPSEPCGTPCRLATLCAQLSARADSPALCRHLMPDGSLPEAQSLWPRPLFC
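Fluorescence read-out (Ex 386 nm, Em 447 nm) after stopping the reaction at pH 10. Enzyme: ASM from human placenta; substrate HMU-PC0, 9 uM final; 60 min, 37 °C. Compound preincubation 10 min, ambient temperature.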
GALK inhibitor: galactokinase (human) inhibition | 0.007% of 270,000 active | Potency, µM (series often up to 57.5 µM), for the others: at the highest dose activity change, negative = inhibition, hits mostly inhibitors | Purified GALK, Kinase-Glo residual ATP luminescence; also: potency is read from the fitted curve at half-maximal effect; % is scaled to controls: 0 for no effect and ±100 for the full control effect
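Kinase-Glo Plus luminescence measured ATP left after a 1 h room-temperature reaction. The reaction used 5 nM GALK, 100 uM galactose and 35 uM ATP at pH 8.0 (20 mM HEPES, 5 mM MgCl2, 60 mM NaCl, 1 mM DTT, 0.01% BSA).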
MLL CXXC-DNA inh: blocks binding of human MLL CXXC domain to DNA; Potency, µM (highest dose often 115 µM), inactives show at the highest dose activity change, negative = inhibition, most hits filed as inhibitors; 0.037% of 290,000 active; MLL-CXXC / FITC-HOXA9 DNA fluorescence polarization; active = well fitted inhibition curve with a large enough effect in the polarisation, with a control signal flat, not every such curve was filed as active; inconclusive = small, poorly fitted or top-dose-only effect, or effect the other way, or a change in a side signal; inactive = no such curve, though single readings can be large or run the other way; the % refers to the polarisation; also: potency is read from the fitted curve at half-maximal effect
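Purified MLL-CXXC (added from a 7 uM solution) was preincubated 5 min at ambient with pinned compounds in 50 mM Tris-HCl pH 7.5, 50 mM NaCl, 1 mM DTT, 0.05% BSA. Fluorescein-labeled HOX-A9 DNA (50 nM solution) followed, 30 min, then polarization read.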
Coupling enz: inhibits coupling enzyme system, counter-screen for aldolase hits. activity change, negative = inhibition, % at 58.2 µM, hits read low. 0.67% of 290,000 active. coupling enzyme system counterscreen, AmpLite Red fluorescence. AID 2472; in the data active = activity change below about -30%; also: % is scaled to controls: 0 for no effect and ±100 for the full control effect
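Fluorescence at 525 nm excitation and 598 nm emission measured inhibition of the coupled detection system without aldolase. Compounds (at 57.5 uM final) were preincubated 10 min at room temperature with coupling enzyme reagent before a 20 min substrate/AmpLite Red step.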
hERG WT inh: inhibitors of human wildtype KCNH2 potassium channel. U2OS, BacMam KCNH2, thallium flux FluxOr; hits give low values. Q12809. activity change, % at 1.84 µM. 0.37% of 340,000 active;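 active = maximum activity change below -70%; inconclusive = maximum activity change between -70% and -50%; inactive = maximum activity change above -50%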; also: % is scaled to controls: 0 for no effect and ±100 for the full control effect
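U2OS cells were transduced with wild-type KCNH2 virus (2.03 x 10^8 / mL) for 4 h at room temperature, then cultured overnight at 37 C. Thallium flux was read with FluxOr dye. Rate constants were normalized to DMSO controls.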
A-T KAP1 phos: potential ataxia-telangiectasia treatments restoring KAP-1 phosphorylation | 0.19% of 320,000 active | Potency, µM (series often up to 57.5 µM), for inactives: at the top dose activation, actives largely listed as activators | AID 485349 | […] A-T fibroblasts, KAP-1 phosphorylation AlphaLISA; neocarzinostatin DNA damage 30 min before lysis; also: potency is read from the fitted curve at half-maximal effect; % of control where 0% means no effect; nearly all actives have a fitted effect of over 45% in size
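hTERT-immortalized A-T patient fibroblasts ([…]), 500 cells/well in OPTI-MEM, 1% FBS, got compounds for 60 min, then NCS for 30 min at 37C. Lysates were then assayed for phospho-KAP-1 by AlphaLISA (anti-pKAP1 donor, anti-KAP1 acceptor beads), 6 hr at 25C.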
MBNL1-CUG inh: MBNL1-poly(CUG) RNA binding inhibition. Q9NR56. TR-FRET MBNL1-His/biotin-(CUG)12 binding, 665/545 ratio. Potency, µM (doses to about 57.5 µM), for the others: at the top dose activity change, negative = inhibition, most hits filed as inhibitors. 0.036% of 280,000 active. AID 2675; active = well fitted inhibition curve with a large enough effect in the signal ratio, with a control signal flat, not every such curve was filed as active; inconclusive = small, poorly fitted or top-dose-only effect, or effect the other way, or a change in a side signal; inactive = no such curve, though single readings can be large or run the other way; the % refers to the signal ratio; also: potency is read from the fitted curve at half-maximal effect; % is scaled to controls: 0 for no effect and ±100 for the full control effect
Target sequence (Q9NR56 whole entry, looked up): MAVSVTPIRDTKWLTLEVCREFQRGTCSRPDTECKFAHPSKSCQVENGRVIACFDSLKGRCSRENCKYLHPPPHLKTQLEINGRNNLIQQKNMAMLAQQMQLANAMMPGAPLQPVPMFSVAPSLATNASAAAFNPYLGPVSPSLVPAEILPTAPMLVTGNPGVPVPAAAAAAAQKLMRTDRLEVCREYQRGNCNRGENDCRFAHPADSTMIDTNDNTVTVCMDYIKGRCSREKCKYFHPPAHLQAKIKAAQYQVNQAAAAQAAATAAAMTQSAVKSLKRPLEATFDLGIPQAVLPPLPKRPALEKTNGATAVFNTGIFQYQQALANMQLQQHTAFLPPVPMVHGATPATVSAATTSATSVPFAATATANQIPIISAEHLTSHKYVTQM
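Compound titration spanned 92 nM–58 uM against the MBNL1-His/biotin-(CUG)12 complex. After 60 min at room temperature with 5 nM streptavidin-XL665 and 0.055 ng/ul terbium anti-His, ratiometric 665/545 nm emission (Ex 340 nm) normalized to controls.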
TRPV1 agonist: activates the human vanilloid receptor TRPV1. Q8NER1. TRPV1-expressing cells, Fluo-8 calcium influx, agonist mode. activation, % at 8.33 µM. 0.19% of 320,000 active; in the data active = activation above about 80%; inconclusive = between about 30% and that limit; also: 0% is about no effect
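Cells expressing TRPV1 were dye-loaded with Fluo-8 and read kinetically: 10 s baseline, 3 min after compound (agonist portion), then 2 min after EC20 capsaicin (allosteric enhancer portion). Calcium-bound dye fluorescence at 480/520 nm.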
a7 integrin act: activators of alpha7 integrin expression for muscular dystrophy; alpha7betagal myoblasts, beta-gal FDG fluorescence, 48 h; Potency, µM (highest dose often 38.3 µM), for inactives: at the top dose activation, most hits filed as activators; 0.064% of 350,000 active;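 also: potency is read from the fitted curve at half-maximal effect; 100% = response of the positive control SU9516; nearly all actives have a fitted effect of over 60% in size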
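alpha7betagal+/- myoblasts (passage 13, 250/well) treated 48 h at 37C with compounds at 1:260 dilution of DMSO stock. Lysed, then beta-galactosidase activity read as FDG fluorescence (ex 480/em 540) after 30 min, with pre-read for autofluorescence.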
Numbers without * were called inactive; i = inactive; ? = inconclusive; nt = no result given; [ ] = dose if it differs, or a comment. Unless noted, calls follow the shape of the dose curve; as a rule, active = well fitted curve in the direction sought with a large enough effect; inconclusive = small, poorly fitted or top-dose-only effect, or another doubt; inactive = no such curve, though single readings can be large; an effect the other way counts as inactive or inconclusive.

Molecule	KCNH2 3.1 inh	ASM inhibitor	GALK inhibitor	MLL CXXC-DNA inh	Coupling enz	hERG WT inh	A-T KAP1 phos	MBNL1-CUG inh	TRPV1 agonist	a7 integrin act
COc1ccc(/C=N/NC(=O)c2cccnc2)cc1	-4	3%	0%	-18%	0	-3	-7%	11%	-2	?
O=C(Cc1ccc(Cl)cc1)Nc1ccc(N2CCCC2)cc1	2	3%	0%	7%	3	0	-1%	-1%	1	3%
Cc1cc(=O)oc(C)c1C(=O)NCc1ccco1	-17	10%	nt	-5%	-11	10	4%	0%	-2	20%
CCc1c(C(=O)Nc2cc(C)cc(C)c2)[nH]c(C)c1C(C)=O	-14	-9%	0%	2%	-2	-7	nt	8%	7	10%
CN(C)S(=O)(=O)c1ccc(C(=O)Nc2nnc(SCC(=O)NCC3CCCO3)s2)cc1 (configuration not stated)	10	0%	-2%	0%	nt	-16	-4%	-3%	8	21%
Cc1ccc(NC(=O)c2ncn(CC(=O)NCc3ccccc3)n2)cc1C	8	-4%	nt	nt	nt	15	10%	nt	nt	-8%
Nn1c(Cc2ccccc2)nnc1Cc1ccccc1	9	0%	nt	nt	nt	3	nt	nt	nt	3%
CCn1c(SCC(=O)N2CCN(c3ccccc3)CC2)nnc1-c1c[nH]c2ccccc12	12	0%	1%	8%	1	3	-1%	?	1	-13%
Cc1cccc(NNC(=O)C2CCC2)c1	0	6%	-3%	-8%	1	3	4%	nt	0	8%
Cc1c(NC(=O)CN2CCN(c3ccccc3)CC2)c(=O)n(-c2ccccc2)n1C	3	-1%	-4%	0%	-2	2	-2%	2%	1	-13%
COc1ccc(Cc2nnc(NC(=O)c3cc(OC)c(OC)c(OC)c3)s2)cc1OC	11	-2%	0%	40%[activator]	1	-1	-4%	0%	2	0%
CC(C)CNC(=O)CSc1nc(-c2cccs2)cc(C(F)(F)F)n1	3	2%	0%	-1%	-1	0	2%	?	10	-13%
COc1ccccc1/C=N/n1c(C)nnc1-n1nc(C)cc1C	-5	-1%	1%	0%	1	7	nt	-6%	-3	-15%
COc1ccccc1CNC(=O)CN1C(=O)c2ccc([N+](=O)[O-])cc2C1=O	3	-2%	4%	5%	-1	4	0%	?	-1	?
COC(=O)c1ccccc1S(=O)(=O)N1CCC(C(=O)NCc2ccco2)CC1	-14	-2%	nt	nt	nt	-1	2%	nt	-2	-29%
COCCN(C(=O)CCC(=O)Nc1nccs1)C(C(=O)NC(C)(C)C)c1ccc(F)cc1 (configuration not stated)	0	0%	1%	3%	-1	-13	2%	-1%	0	2%
CCOc1ccc(N(CC(=O)NCCc2ccc(Cl)cc2)S(=O)(=O)c2c(C)[nH]c(=O)[nH]c2=O)cc1	-1	-2%	-2%	-7%	7	1	-3%	-11%	-3	-2%
OCc1cc(-c2ccc(Cl)c(Cl)c2)on1	-2	-1%	-1%	3%	3	-5	4%	-7%	4	-34%
CC1=C(C(=O)OC(C)C)C(c2ccc(F)cc2)NC(=O)N1 (configuration not stated)	8	0%	0%	0%	1	6	-1%	-1%	1	7%[7.66 µM]
N/C(=N\OC(=O)CCC1CCCC1)c1ccncc1	21	14%	1%	-2%	2	3	-2%	-7%	15	17%
CCCC(O)(CCC)C(=O)NN(C(=O)OC)c1ccccc1	1	0%	0%	-1%	2	-3	-4%	-6%	1	1%
CCCn1c(SCC(=O)Nc2ccc3c(c2)OCO3)n[nH]c1=O	22	-3%	nt	nt	nt	5	4%	nt	nt	-4%
COc1cc(F)c(C2=CC(=O)C[C@H](c3ccc(F)cc3)C2)cc1F	16	-8%	nt	nt	nt	-14	0%	nt	21	-10%
COc1ccc(C)cc1NS(=O)(=O)c1cn(C)nc1C	20	4%	1%	4%	-4	4	1%	0%	-3	14%
Cc1ccc(-n2nc(C)c(C3C(C#N)=C(N)OC4=C3C(=O)CCC4)c2Cl)cc1 (configuration not stated)	nt	nt	-1%	-2%	2	nt	1%	-2%	-3	nt
CCCN1C=CC(=C/C=C(\C#N)C(=O)OCC)C=C1	nt	nt	0%	?	-4	nt	-13%	?	?	nt
Cc1ccc(CNC(=O)c2c(-c3ccccc3)noc2C)cc1	-9	32%	2%	-21%	0	2	7%	-15%	5	-12%
CSc1ccc(-c2nnn(CC(=O)NCc3ccccc3)n2)cc1	6	-2%	0%	42%[activator]	-3	-2	-7%	19%	19	-3%
C[C@@H]1C=C[C@](Cc2ccccc2)(C(=O)O)N1C(=O)c1ccccc1	8	0%	nt	nt	5	8	nt	nt	nt	-27%
C/C(=N\NC(=O)c1ccc(OC2CCCC2)cc1)c1ccc(C)s1	-30	-1%	0%	0%	-1	7	5%	-17%	2	-8%
CC(=O)COc1ccc2c3c(c(=O)oc2c1C)CCCCC3	-1	12%	1%	-2%	1	6	7%	3%	7	-39%
CC(C)N(C(=O)COC(=O)c1cc(Cl)cc(Cl)c1N)C(C)C	-5	nt	0%	0%	2	23	nt	8%	?	10%
COc1cccc(NC(=S)NC(=O)/C=C/c2ccc(F)cc2)c1	-4	-2%	3%	22%	0	-12	10%	-7%	-2	0%
Cn1ncc2c(N3CCCCC3)nc(NCCCO)nc21	-4	-1%	0%	4%	1	-9	9%	-7%	0	-10%
Cc1ccc(C(=O)OCC(=O)NCCNC(=O)COC(=O)c2ccc(C)o2)o1	-9	-1%	nt	nt	nt	-3	1%	nt	-2	11%
Cc1ccc(OCC(=O)c2ccc(Cl)s2)c([N+](=O)[O-])n1	18	14%	0%	12%	-17	3	-12%	?	5	0%
O=C(Nc1nncs1)c1cc2c(s1)CCC2	-4	-1%	13%	47%[activator]	0	4	-5%	-2%	4	-8%
Cc1ccccc1OCCCC(=O)Nc1ccc(Br)cc1	-9	-2%	1%	15%	-3	-16	3%	0%	?	19%
O=c1c2c3c(sc2nc(N2CCNCC2)n1CCc1ccccc1)CCCCC3	-9	-2%	nt	-5%	0	0	3%	-14%	-4	-20%
Cc1ccc(N2C(=O)CC(Nc3cccc4ccccc34)C2=O)cc1 (configuration not stated)	3	2%	-3%	6%	-11	-1	5%	-2%	0	1%
O=C1COc2ccc(C(=O)COC(=O)c3ccccc3F)cc2N1	6	-1%	nt	nt	nt	13	-9%	nt	nt	-3%
Cc1ccc(-n2c(N)c(C(N)=O)sc2=S)c(C)c1	-8	-1%	1%	-2%	8	-7	-4%	?	0	13%
Cc1noc(C)c1S(=O)(=O)N1CCC(C(=O)NCCN2CCC(C)CC2)CC1	10	5%	0%	-13%	1	3	4%	3%	-1	10%
O=Cc1cn(CC(=O)N2CCCCCC2)c2ccccc12	-10	2%	4%	5%	0	-40	-1%	-3%	-6	-49%[inhibitor]
Cc1ccc(CN2CCN(Cc3ccco3)CC2)cc1	-21	-2%	4%	-4%	-2	24	-3%	-2%	-3	-57%[inhibitor]
Cc1ccccc1C(=O)N1CCN=C1SCc1ccc([N+](=O)[O-])cc1	4	2%	-1%	1%	1	18	9%	?	26	-9%
CN(C)Cc1c(C(=O)N/N=C/c2ccccc2OCc2ccc(F)cc2)nnn1-c1nonc1N	-6	4%	15%	-5%	2	2	8%	0%	5	-28%
CC(C)NC(=O)N(C)C[C@@H]1Oc2c(NS(=O)(=O)c3ccccc3)cccc2C(=O)N([C@@H](C)CO)C[C@@H]1C	14	3%	nt	nt	nt	2	4%	nt	nt	-10%
COc1ccccc1-c1nnc(SCC(=O)Nc2cccnc2Cl)n1C	9	2%	nt	nt	nt	-14	-1%	nt	nt	14%
O=C1CC(N2CCN(c3ccc(O)cc3)CC2)C(=O)N1c1ccc2c(c1)OCO2 (configuration not stated)	3	3%	-3%	4%	-16	i	0%	4%	1	?
COc1ccc2nc(C)cc(SCC(=O)NNC(=O)COc3ccc(C)cc3)c2c1	14	0%	5%	45%[activator]	1	-3	2%	40%[activator]	-1	10%
CCOC(=O)Cc1cc(=O)[nH]c(/N=C(\N)Nc2ccc(C)c(C)c2)n1	-12	3%	0%	4%	1	-12	8%	13%	-1	4%
CN(C(=O)c1cc(COc2c(F)cccc2F)on1)C1CCOC1 (configuration not stated)	-8	nt	-3%	-3%	nt	-2	1%	-1%	25	3%
COc1ccc(C(C(=O)NCC2CCCO2)N(C(=O)Cn2nnc3ccccc32)c2ccc(NC(C)=O)cc2)c(OC)c1 (configuration not stated)	15	0%	4%	16%	1	1	6%	-5%	1	29%

Bioassay records from PubChem.
